GAA glycogen mod = alters human alpha-glucosidase cleavage of glycogen; AID 2100; recombinant GAA, glycogen substrate, Amplex Red glucose oxidase fluorescence; P10253; actives 0.38% (n = 300,000); Potency, µM (highest dose often 76.4 µM), for inactives: at the top dose activity change, negative = inhibition, hits mostly inhibitors; active = well fitted inhibition curve with a large enough effect; inconclusive = small, poorly fitted or top-dose-only effect, or another doubt; inactive = no such curve, though single readings can be large or run the other way;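 note: 0% = full enzyme reaction and -100% = no-enzyme basal signal; the screen sought inhibitors and activators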
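Recombinant human alpha-glucosidase (4 nM final) hydrolysed bovine liver glycogen (30 ug) for 40 min at 37 C in pH 5.0 citrate/phosphate with 0.01% Tween-20. Released glucose detected by glucose oxidase/Amplex Red, Ex 573/Em 610 nm. Compounds up to 77 uM; AC50 from Hill fits.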
Starred values were filed as active, the others as inactive; ? = inconclusive; [ ] = another dose, or the depositor's remark. Potency is the fitted concentration of half-maximal effect. An excerpt; count on the stated rates, not on these rows.

GAA glycogen mod | compound
-12% | CCOc1ccc(C(=O)C[n+]2ccc(C(=O)NCCO)cc2)cc1
0%[76.3 µM] | O=C(NC1CCCC1)c1cc2cc(Br)ccc2o1
-8%[76.3 µM] | CC(C)CN(Cc1c(O)ccc2c(=O)c(-c3ccccc3)coc12)CC(C)C
3% | COc1ccc(C(=O)OC(C)CN2CCOCC2)cc1 (stereo not drawn)
19%[76.3 µM] | Cc1cc(C)cc(OCC(=O)Nc2ccncc2)c1
6%[76.3 µM] | CCCc1nnc2n1N=C(c1ccc(C)cc1)CS2
8% | C=CCNc1nc(N)c([N+](=O)[O-])c(Nc2cccc(Cl)c2)n1
-4% | COc1ccc(NC(=O)CCC(=O)Nc2ccc3nc(N4CCOCC4)cc(C)c3c2)c(OC)c1
-9% | Cc1cc(Cl)ccc1OC(C)C(=O)NN=C1CCCCCC1 (stereo not drawn)
0%[76.3 µM] | COc1cc([N+](=O)[O-])ccc1NC(=S)NNC(=O)c1ccc2c(c1)OCO2
10% | COc1ccc(S(=O)(=O)N(C)CC(=O)NCc2ccccn2)cc1
-12%[76.3 µM] | O=C(NCCc1ccccc1)C(=O)NCC1OCCN1S(=O)(=O)c1cc(F)ccc1F (stereo not drawn)
-11%[76.3 µM] | O=C(OCC(=O)N1CCCc2ccccc21)c1cc(Cl)ccc1O
-1% | COCCN(C(=O)CCC(=O)Nc1nccs1)C(C(=O)NC(C)(C)C)c1ccc(C)cc1 (stereo not drawn)
-5%[76.3 µM] | COc1ccc(OC)c(NC(=O)CSc2nnc(-c3cnccn3)n2C)c1
-3%[76.3 µM] | CCCNC(=O)CS(=O)(=O)c1ccccc1
-3% | CCOC(=O)C1CCN(c2ncnc3c2cnn3C)CC1
1% | CCn1c(SCC(=O)Nc2ccc(F)cc2)nc2ccccc2c1=O
-6%[76.3 µM] | CCOc1ccc(CN2CCNC(=O)C2CC(=O)NCCCOc2cccnc2)cc1 (stereo not drawn)
-7%[76.3 µM] | COc1ccc(C(=O)Nc2c(N)nc(SCC(=O)N3CCC(C)CC3)[nH]c2=O)cc1

Reformatted as tab-separated lines: 7 of the compounds above.
compound	GAA glycogen mod
O=C(NC1CCCC1)c1cc2cc(Br)ccc2o1	0%[76.3 µM]
CC(C)CN(Cc1c(O)ccc2c(=O)c(-c3ccccc3)coc12)CC(C)C	-8%[76.3 µM]
COc1ccc(C(=O)OC(C)CN2CCOCC2)cc1 (stereo not drawn)	3%
Cc1cc(C)cc(OCC(=O)Nc2ccncc2)c1	19%[76.3 µM]
CCCc1nnc2n1N=C(c1ccc(C)cc1)CS2	6%[76.3 µM]
C=CCNc1nc(N)c([N+](=O)[O-])c(Nc2cccc(Cl)c2)n1	8%
COc1ccc(NC(=O)CCC(=O)Nc2ccc3nc(N4CCOCC4)cc(C)c3c2)c(OC)c1	-4%

Ordered by SMILES length (highest first): part of the list above
GAA glycogen mod | compound
8% | C=CCNc1nc(N)c([N+](=O)[O-])c(Nc2cccc(Cl)c2)n1
10% | COc1ccc(S(=O)(=O)N(C)CC(=O)NCc2ccccn2)cc1
-9% | Cc1cc(Cl)ccc1OC(C)C(=O)NN=C1CCCCCC1 (stereo not drawn)

(cont.)
GAA glycogen mod | compound
3% | CC(C)(C)c1ccc(CNC(=O)C2CCCN2C(=O)Nc2ccccc2)cc1 (stereo not drawn)
-10%[76.3 µM] | Cc1cccc(NC(=O)CN2CCOCC2)c1C
-11%[76.3 µM] | O=C(Cc1ccc(F)cc1)N1CCC2(CC1)NCCc1[nH]cnc12
-3%[76.3 µM] | N#Cc1ccccc1NC(=O)CSc1n[nH]c(-c2ccco2)n1
-2% | CCOc1ccccc1N(C(=O)c1snc(C(N)=O)c1N)C(CC)C(=O)NC1CCCC1 (stereo not drawn)
5%[76.3 µM] | COc1ccccc1NC(=O)c1ccccc1N(Cc1ccccc1)S(C)(=O)=O
1% | CCOC(=O)Cc1nnc(NCc2ccccc2)c2ccccc12
-7% | COc1ccc(/C=N/NC(=O)c2[nH]c3ccc(C)cc3c2-c2ccccc2)c(C(=O)O)c1OC
-6%[76.3 µM] | CCn1ncc(S(=O)(=O)NCc2ccco2)c1C
2%[76.3 µM] | COc1ccc(Br)cc1C(=O)NC(=S)Nc1c(C)n(C)n(-c2ccccc2)c1=O
1% | Cc1ccc(C(=O)N/C(=C/c2ccco2)C(=O)N2CCOCC2)cc1
-15%[76.3 µM] | O=C(CCc1nnc2ccc(NCc3ccco3)nn12)Nc1cccc(F)c1
? | Cc1nc(C)c(-c2csc(Nc3ccc(N)cc3)n2)s1
0%[76.3 µM] | COCC(=O)N1CCC(Oc2ccc(C(=O)NCc3cc(C)n(C)n3)cc2)CC1
-9% | Cc1ccccc1-n1c(=O)n(Cc2ccco2)c(=O)c2[nH]cnc21
1%[76.3 µM] | Cc1ccccc1OCC(=O)Nc1ccc(C(=O)Nc2ccccc2C(=O)O)cc1
18%[76.3 µM] | Clc1ccc(OCCNCCc2ccccc2)cc1
0% | O=C(NNC(=O)c1ccccc1Cl)c1cccnc1
? | COc1cccc(N2CCN(c3ccc4nnc(CCC(=O)Nc5ccccc5OC)n4n3)CC2)c1
0%[76.3 µM] | COc1ccc(N(Cc2cc3cccc(C)c3[nH]c2=O)S(=O)(=O)c2ccc(OC)cc2)cc1

3 compounds out of the list above, arranged by the number in GAA glycogen mod, largest number first:
GAA glycogen mod | compound
1% | CCOC(=O)Cc1nnc(NCc2ccccc2)c2ccccc12
-2% | CCOc1ccccc1N(C(=O)c1snc(C(N)=O)c1N)C(CC)C(=O)NC1CCCC1 (stereo not drawn)
-7% | COc1ccc(/C=N/NC(=O)c2[nH]c3ccc(C)cc3c2-c2ccccc2)c(C(=O)O)c1OC

More results:
GAA glycogen mod | compound
1%[76.3 µM] | COc1ccc(S(=O)(=O)NC2CCCC2)cc1Cl
-11% | CCN1CCN(c2cc(C)c3cc(NC(=O)CCC(=O)N4CCN(c5ccccc5)CC4)ccc3n2)CC1
-6%[76.3 µM] | COc1ccc(/C=N/NC(=O)C(=O)N2CCCCCC2)cc1[N+](=O)[O-]
-15%[76.3 µM] | COc1ccc(CCNC(=O)C(NS(=O)(=O)c2cccc3nsnc23)C(C)C)cc1OC (stereo not drawn)
2% | Cn1nccc1C(=O)NC(=S)Nc1cc(Cl)cc(Cl)c1
5% | O=C(c1ccc(N2CCOCC2)c([N+](=O)[O-])c1)N1CCN(Cc2ccccc2)CC1
3% | CCN1C(=O)c2cccc3c(N)ccc(c23)C1=O
0%[76.3 µM] | CCCCc1c(O)nc(SCC(=O)Nc2cccc3ccccc23)n(-c2ccccc2OC)c1=O
-1% | Cc1ccc(C(C(=O)NC2CCCC2)N(CCCO)C(=O)Cn2nnc(-c3ccc(C)o3)n2)cc1 (stereo not drawn)
1% | CCCC(O)(c1ccc(Br)cc1)C(CN1CCOCC1)c1ccc(Cl)cc1 (stereo not drawn)
6%[76.3 µM] | CN(C)S(=O)(=O)c1ccc(S(=O)(=O)NCc2ccc3c(c2)OCO3)cc1
3%[76.3 µM] | CC(=O)Nc1ccc(C23CC4CC(CC(C4)C2)C3)cc1
-24% | CCOc1ccc(S(=O)(=O)N2CCN(Cc3ccc4c(c3)OCO4)CC2)cc1Cl
-16%[76.3 µM] | COc1cccc2cc(C(=O)NCc3ccccc3)c(=N)oc12
3% | COc1ccccc1C(NC(C)=O)c1cc(Cl)c2cccnc2c1O (stereo not drawn)
2% | CCc1ccc(N2CC(C(=O)N3CCCC3)CC2=O)cc1 (stereo not drawn)
-1%[76.3 µM] | COCC(=O)N1CCCC(C(=O)c2ccc(-c3ccccc3)cc2)C1 (stereo not drawn)
11%[76.3 µM] | Cc1ccc2nc(SCC(=O)N/N=C/c3ccc(C(=O)O)cc3)cc(C)c2c1
11%[76.3 µM] | Cn1cccc1C(=O)N1CCc2ccccc2C1
6%[76.3 µM] | COc1ccc2c(c1)C(C)=CC(C)(C)N2S(=O)(=O)c1ccc(NC(C)=O)cc1
16%[76.3 µM] | CCN(c1ccccc1)S(=O)(=O)c1ccc2c(c1)C(C)(C)C(=O)N2C
-4%[76.3 µM] | Cc1ccccc1CC(=O)Nc1cccnc1
14%[76.3 µM] | O=C(OCC1CCNCC1)c1ccc2c(c1)OCO2
10%[76.3 µM] | OCC1(Cc2ccccc2F)CCCN(Cc2c(F)ccc(F)c2F)C1 (stereo not drawn)
-3%[76.3 µM] | Cc1ccc(NC(=O)NCc2cccnc2)cc1C
1% | COCCNC(=O)C(c1ccc(O)cc1)N(Cc1ccco1)C(=O)CCC(=O)Nc1ccccn1 (stereo not drawn)
3% | O=c1c(NCCc2ccccc2)c(-c2ccccc2)c1=O
-1% | Cc1c(C(=O)c2ccccc2C(=O)O)sc2ccccc12
0% | Cc1cc(C(=O)O)ccc1-c1ccc(/C=N/n2cnnc2)o1
-1%[76.3 µM] | C=CCn1c(SCC(=O)Nc2ccc(O)cc2)nc2sc(CC)cc2c1=O
1% | CCc1nc(Nc2cc(OC)ccc2OC)c2oc3ccccc3c2n1
-15%[76.3 µM] | NC(=O)Cn1c(=O)n(CCC(=O)Nc2ccc(F)cc2)c(=O)c2sccc21
? | Oc1ccc(N2CCN(Cc3c(-c4ccccc4)nc4ccccn34)CC2)cc1
-3%[76.3 µM] | COc1ccc(NC(=O)C2CCCN2S(=O)(=O)c2ccc3c(c2)CC(C)N3C(C)=O)cc1OC (stereo not drawn)
0% | O=C(NC1CCCCC1)C(c1ccc(F)cc1)N(Cc1ccco1)C(=O)c1csnn1 (stereo not drawn)
-2%[76.3 µM] | O=C(CN1CCCCCC1)Nc1ccccc1OC(F)F
1% | CC(=O)Nc1ccc(NC(=O)COc2ccc(Cl)cc2Cl)cc1
-2%[76.3 µM] | O=C(N/N=C/c1ccccn1)c1ccc(Cl)cc1
9%[76.3 µM] | Cc1ccc(-c2nnc(-c3ccccc3Br)o2)cc1
-1%[76.3 µM] | CC(C)[C@H](NC(=O)[C@@H]1Cc2c([nH]c3ccccc23)C2c3ccccc3C(=O)N21)C(=O)NCC1CCCO1 (stereo partly drawn)
6% | COc1ccccc1Nc1ncnc2c1c(C)c(C)n2CCO
19%[76.3 µM] | COc1ccc(-n2c(-c3ccc(Cl)cc3Cl)n[nH]c2=S)c(OC)c1
1%[76.3 µM] | COc1cccc(NC(=O)CSc2nnc(NC(=O)c3ccco3)s2)c1
8% | O=C(CNS(=O)(=O)c1ccc(Br)s1)NCc1ccccc1
-2% | Cc1c(Nc2nc3ccccc3n3cnnc23)cccc1[N+](=O)[O-]
-8%[76.3 µM] | CC(C)c1nc2cc(C(=O)N(C)Cc3ccc(F)cc3)ccc2o1
-1% | CC(=O)c1c(C)[nH]c(C(=O)NCc2ccccc2F)c1C
8%[76.3 µM] | CCOC(=O)C(=O)Nc1ccc(S(=O)(=O)Nc2nccs2)cc1
-6%[76.3 µM] | Cc1ccc2c(COC(=O)c3ccccc3F)cc(=O)oc2c1
1%[76.3 µM] | COc1cccc(CNC(=O)C2CCC(=O)N(CCc3cccc(F)c3)C2)c1 (stereo not drawn)
-6%[76.3 µM] | Oc1ccccc1CN1CCCC(N2CCN(c3cccc(C(F)(F)F)c3)CC2)C1 (stereo not drawn)
-3%[76.3 µM] | CC(C)CCC(C)NC(=O)CN1C(=O)NC(C)(c2ccc3ccccc3c2)C1=O (stereo not drawn)
-1%[76.3 µM] | COc1ccc(CN2CCNC(=O)C2CC(=O)NCCCn2nnc3ccccc32)cc1C (stereo not drawn)
1%[76.3 µM] | CN1CCN(CCCNC(=O)c2ccc(NC(=O)C3=CSCCO3)cc2)CC1
12%[76.3 µM] | CC(CCC(=O)O)C1CCC2C3C(O)CC4CC(O)CCC4(C)C3CC(O)C12C (stereo not drawn)
-17%[76.3 µM] | CN(Cc1ccccc1)C(=O)CCn1c(=O)c2cccn2c2cccnc21
-2%[76.3 µM] | CC(C)CN(C(=O)c1cccc(Cl)c1)c1c(N)n(CC(C)C)c(=O)[nH]c1=O
1%[76.3 µM] | Cc1ccc(C)c(OCCCN2CCc3ccccc3C2)c1
2%[76.3 µM] | CC(=O)Nc1ccc(NS(=O)(=O)c2ccc3c(c2)n(C)c(=O)n3C)cc1
-15%[76.3 µM] | Cc1ccc2nc(-c3cccc(S(=O)(=O)N4CCCC4)c3)cn2c1

The list goes on:
GAA glycogen mod | compound
2% | O=c1[nH]c(C2CCN(S(=O)(=O)c3ccccc3)CC2)nc2c1nnn2Cc1c(F)cccc1Cl
-5%[76.3 µM] | Cc1cc(NC(=O)CSc2nc(N)c(NC(=O)c3ccc(F)c(F)c3)c(=O)[nH]2)no1
0% | Cc1ccc(NC(=O)[C@H](C)NC(=O)C2CCN(C(=O)[C@@H](N)C(C)C)CC2)cc1
2%[76.3 µM] | O=C(NCCc1ccc(Cl)cc1)c1ccc(NC2=NC3CS(=O)(=O)CC3S2)cc1 (stereo not drawn)
-1% | Cc1nc(C(=O)NCCO)cc2c1[nH]c1ccccc12
5%[76.3 µM] | Cc1cccc(NC(=O)N2C3CCCC2CC(NC(=O)C(C)(C)C)C3)c1 (stereo not drawn)
0% | COc1cc(NC(=O)c2cnc(NCc3ccccc3)nc2C)cc(OC)c1OC
3% | Cc1ccc2oc(=O)cc(CN3CCCCC3)c2c1
-9%[76.3 µM] | O=C(O)COc1ccc(Br)cc1/C=N\Nc1ccccn1
-3%[76.3 µM] | COc1ccc(-c2cc(=O)oc3c(C)c(OC(C)C(=O)NCc4ccccn4)ccc23)cc1 (stereo not drawn)
2% | CCNC(=O)Nc1ccc(S(=O)(=O)Nc2cnc(C)nc2C)cc1
3% | N#Cc1cc2ccccc2n2nnnc12
